Source: PubChem BioAssay (National Center for Advancing Translational Sciences (NCATS))
TDP1 cell CPT = DT40-hTDP1 cell growth loss with CPT. chicken DT40 Tdp1-/-;hTDP1 cells + 20 nM CPT, ATP luminescence, 48 h. Potency, µM (series often up to 46.2 µM), inactives show at the top dose activity change, negative = growth inhibition, actives largely listed as inhibitors. 420,000 tested, 12% active. AID 686979; also: nearly all actives have a fitted effect of over 55% in size
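Chicken DT40 Tdp1-/- cells stably complemented with human TDP1 were seeded at 400 cells/well in medium containing 20 nM camptothecin, exposed to pin-transferred compounds, and grown at 37 °C for at least 48 hr. Viability was read as ATP luminescence.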
FEN1 inhibitor = human FEN1 inhibition. P39748. Recombinant FEN1 flap cleavage, fluorescence, 15 min. Potency, µM (top dose mostly 114 µM), without a hit: at the top dose activity change, negative = inhibition, hits mostly inhibitors. 390,000 tested, 0.35% active; also: nearly all actives have a fitted effect of over 65% in size
Target sequence (P39748 whole entry, looked up): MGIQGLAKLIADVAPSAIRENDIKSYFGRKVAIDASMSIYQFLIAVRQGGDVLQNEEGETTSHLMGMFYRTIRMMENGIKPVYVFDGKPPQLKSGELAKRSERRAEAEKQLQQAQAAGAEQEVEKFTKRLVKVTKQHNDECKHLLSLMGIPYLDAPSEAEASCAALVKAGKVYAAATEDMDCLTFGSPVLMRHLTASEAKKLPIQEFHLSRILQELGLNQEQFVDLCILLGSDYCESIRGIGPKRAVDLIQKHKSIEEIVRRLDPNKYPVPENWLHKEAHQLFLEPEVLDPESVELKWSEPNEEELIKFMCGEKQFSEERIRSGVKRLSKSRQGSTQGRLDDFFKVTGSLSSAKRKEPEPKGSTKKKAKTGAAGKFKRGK
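Nuclease activity of 10 nM FEN1 was measured after 15 min of room-temperature exposure to titrated compounds, by adding 50 nM flap substrate and reading plates at 0 and 15 min.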
N370S GC mod = N370S glucocerebrosidase modulation, Gaucher chaperone candidate. P04062. N370S GC spleen homogenate, 4MU-glucoside fluorescence. Potency, µM (doses to about 59.4 µM), for the others: at the top dose activity change, negative = inhibition, actives largely listed as inhibitors. 330,000 tested, 0.092% active. AID 2101;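 also: 0% = full enzyme activity and -100% = no enzyme basal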
The depositor's hits bear a star; ? = inconclusive; . = no result given; & = joins results of further samples. Calls follow the shape of the dose curve; as a rule, active = well fitted curve in the direction sought with a large enough effect; inconclusive = small, poorly fitted or top-dose-only effect, or another doubt; inactive = no such curve, though single readings can be large; an effect the other way counts as inactive or inconclusive. Unless noted, % is scaled to controls: 0 for no effect and ±100 for the full control effect; potency is read from the fitted curve at half-maximal effect. The list is partial; the hit share may differ from the screen's.

SMILES	TDP1 cell CPT	FEN1 inhibitor	N370S GC mod
COc1ccccc1C1C(C#N)=C(N)N(c2cccnc2)C2=C1C(=O)CC(C)(C)C2 (configuration not stated)	2%	-5%	5%
O=C(NCCN1CCOCC1)Nc1ccc(F)cc1	0%	4%	12%
CCOCCCNS(=O)(=O)c1cc(Br)cc2c1N(C(=O)C1CC1)CC2	-3%	0%	10%
COc1ccc(CCNC(=O)c2cc(=O)[nH]c3ccccc23)cc1	16%	-8%	-1%
CCCCCC(=O)Nc1cccc(C2=NOC3(C2)C[C@H](C(N)=O)N(C(=O)CCCCC)C3)c1 (some centres not stated)	?	16%	-5%
COc1ccc(N2C(=O)C3CCCN3C2c2cccc(C)c2)cc1 (configuration not stated)	13%	-12%	5%
Cc1cc2nc3c(=O)n(Cc4ccccc4)c(=O)[nH]c3nc2cc1N	2%	?	-15%
Cc1c(C(=O)N(Cc2ccc(N(C)C)cc2)CC2CCCO2)oc2ccc(Cl)cc12 (configuration not stated)	16µM*	-21%	.
COC(=O)c1ccc(/C=N\NC(=O)c2ccc(C)cc2Cl)cc1	-21%	-19%	-3%
CC(C)Oc1ccc(CNC(=O)c2ccc3c(c2)nc2n3CCCCC2)cc1	?	1%	.
Cn1c(CNC(=O)c2ccc(Cl)cc2)nnc1SCC(=O)N1CCOCC1	3%	2%	-12%
CCc1nn(-c2ccccc2)c2c1-c1cc(OC)c(OC)cc1C1(N2)C(=O)Nc2ccccc21 (configuration not stated)	?	6%	3%
CCCn1c(Nc2ccccc2)nc2ccccc21	-10%	13%	1%
COCCCNC(=O)CC(C)c1ccccc1 (configuration not stated)	0%	0%	-18%
CN1CCc2nc(SCC(=O)Nc3cccc(F)c3)c(C#N)c(-c3cccs3)c2C1	?	-9%	-4%
O=C1N=C(N2CCCC2)S/C1=C\c1cccc(Br)c1	?	0%	23%
O=C(Cc1ccccc1)NCCSC1CCCCC1	-1%	-9%	18%
CN(C)c1nc(OCCNC(=O)COc2ccc(Cl)cc2Cl)nc(N(C)C)n1	7.3µM*	-15%	18%
Cc1ccc(-c2nn3nnnc3c3ccccc23)cc1	4%	-8%	-20%
CCCCCCSc1nnc(-c2cnn(-c3ccccc3)c2-n2cccc2)n1C	?	2%	0%
O=C(Nc1ccc(Oc2cccnc2)cc1)c1ccccc1Cl	-15%	-6%	-6%
CN(CCc1ccccn1)C(=O)Nc1cccc(Cl)c1	2%	0%	8%
COc1ccc(CNC(=O)N2CCN(C(=O)c3ccccc3)CC2)cc1	-16%	-2%	-8%
COCCNC(=O)CN1CCN(S(=O)(=O)c2ccc3c(c2)CCCC3)CC1	-9%	-6%	.
Cc1cc(C)cc(NC(=O)COC(=O)CCCNC(=O)c2ccc(Cl)cc2)c1	-14%	3%	17%

Going on with the list:
SMILES	TDP1 cell CPT	FEN1 inhibitor	N370S GC mod
Cc1ccc(C2=NC3(CCCCC3)NC2=S)cc1	0%	-3%	-2%
O=C(CCc1ccccc1)NNC(=O)c1ccc(NC(=O)c2ccccc2)cc1	-4%	-8%	3%
COc1ccc(/C(O)=C/C(=O)C(=O)NNC(=O)C(O)(c2ccccc2)c2ccccc2)cc1	?	-20%	4%
Cc1cccc(CN2C(=O)CCSc3ccc(Cl)cc32)c1	?	-1%	13%
CCOC(=O)c1cc(C)sc1N1C(=O)C2C3C=CC(C3)C2C1=O (configuration not stated)	-8%	-6%	4%
Cc1cc(N2CCCCC2C)nc(-c2ccccc2O)n1 (configuration not stated)	23µM*	2%	22%
CC(Sc1nnc(-c2cccnc2)n1C)C(=O)N1CCOCC1 (configuration not stated)	-4%	-3%	5%
CC(=O)c1ccc(OCC(C)C)c(CC(C(N)=O)C(N)=O)c1	-2%	11%	-3%
CC(C)(C)NC(=O)/C(=C/c1ccccc1F)NC(=O)c1ccc([N+](=O)[O-])cc1	0%	-2%	0%
COc1ccc(C(=O)Nc2cc(Cl)ccc2Cl)c(OC)n1	-22%	-2%	11%
CC(=O)N1N=C(c2c(-c3ccccc3)c3cc(Br)ccc3[nH]c2=O)CC1c1ccco1 (configuration not stated)	?	2%	-9%
Cc1c(CNC(=O)c2c([N+](=O)[O-])cnn2C)cnn1C	11%	4%	-16%
COc1ccc(CCNC(=O)Cc2ccc([N+](=O)[O-])cc2)cc1OC	5%	6%	6%
COc1ccccc1-c1coc2cc(O)ccc2c1=O	-22%	.	17%
Cc1ccc(-n2ncc3c(N(C)C)ncnc32)cc1Cl	-23%	-1%	.
O=C1NCC(O)=C1C=NCCO	-10%	4%	0%
Cc1ccc(C)c(NC(=O)Nc2nnc(N(CC(C)C)CC(C)C)s2)c1	?	1%	.
CN1CC[n+]2cnc3ccccc3c21	-6%	7%	3%
COc1ccc(S(=O)(=O)N2CCN(c3cc(-c4ccccc4)nc4ncnn34)CC2)cc1	21µM*	-20%	1%
COC(=O)Cn1c(CN2CCOCC2)nc2c1c(=O)[nH]c(=O)n2C	-8%	-15%	4%
Cc1sc(NC(=O)C2=COCCO2)nc1-c1ccc(Cl)cc1	?	3%	-1%
COc1cc(NC(=O)c2ccc(C(C)(C)C)cc2)c(OC)cc1NC(=O)CN1CCCCC1	?	-6%	?
CC1CCc2c(sc3nc(CSc4ncn[nH]4)[nH]c(=O)c23)C1 (configuration not stated)	6%	2%	11%
CCn1c(C)c(C)c2cc(C(=O)N3CCN(c4cccc(C)c4C)CC3)ccc21	21µM*	-18%&2%	22%
CC(C)OP(=O)(OC(C)C)C(Nc1ccc(C(=O)O)cc1)c1ccccc1 (configuration not stated)	-18%	-13%	2%

(next part)
SMILES	TDP1 cell CPT	FEN1 inhibitor	N370S GC mod
O=C(CC(=O)N/N=C\c1cccc(Cl)c1Cl)NCc1ccccc1	?	-9%	-22%
CCCC(=O)N1CCN(c2ccc([N+](=O)[O-])c(NC(C)c3ccccc3)c2)CC1 (configuration not stated)	0%	-16%	3%
CC(=O)Nc1sc(C)c(C)c1C(=O)OCC(=O)N(CC(C)C)C1CCS(=O)(=O)C1 (configuration not stated)	0%	0%	25%
CNc1ccc(/C=C2\C=Cc3ccccc32)cc1Cl	?	-6%	.
COc1ccc(-c2ccc(=O)n(CC(=O)Nc3ccc4c(c3)OCCO4)n2)cc1	?	?	-6%
CCOc1nc2cnccc2n(CC(=O)Nc2cccc(C)c2C)c1=O	-6%	0%	2%
OC(COc1c(F)cc(Br)cc1F)CN1CCOCC1 (configuration not stated)	3%	-1%	-6%
Cc1ccc(S(=O)(=O)Nc2cc(Cl)c3oc4c(c3c2)C(=O)CC(C)(C)C4)cc1	?	17%	.
COC(=O)c1cc(C(=O)Nc2cc(C)ccn2)cc([N+](=O)[O-])c1	-17%	-2%	2%
O=C(Nc1ccc2nn(-c3ccccc3)nc2c1)c1cc2ccccc2o1	?	12%	.
N=c1occ(C(=O)c2cc(F)ccc2O)cc1C(=O)NC1CCCCC1	?	11%	-3%
Nc1cc(=O)[nH]c(SCC(=O)Nc2ccc(Br)cc2)n1	3%	4%	-11%
COc1ccc(CCC(=O)NC2CCC(C)CC2)cc1 (configuration not stated)	2%	-6%	-20%
COc1ccc(-n2nc(C(=O)NCC(=O)NCCN(C)C)c3ccccc3c2=O)cc1	-5%	-10%	-4%
Cc1cc(C)n(CC(O)COc2ccccc2[N+](=O)[O-])n1 (configuration not stated)	1%	4%	-2%
O=C(NNC(=O)c1ccc[nH]1)Nc1cc(Cl)cc(Cl)c1	-21%	8%	-12%
CNC(=O)c1ccccc1NC(=O)c1cccc(S(=O)(=O)N2CCCCC2)c1	13%	5%	7%
COc1ccc(C=C2SC(=S)NC2=O)cc1	?	-2%	.
COc1cc(-c2nc3n(n2)C(c2ccc(F)cc2)C2=C(CCCC2=O)N3)cc(OC)c1OC (configuration not stated)	?	-22%	-28%
COc1ccccc1NC(c1cccnc1)c1ccc2cccnc2c1O (configuration not stated)	?	10%	-9%
COc1ccc(CCNC(=O)C2CCCN(S(=O)(=O)c3ccc(F)cc3)C2)cc1OC (configuration not stated)	?	1%	-1%
CCOc1ccccc1C(=O)NCC(=O)NCC(c1ccco1)N1CCCCC1 (configuration not stated)	4%	1%	-1%
COc1ccc(C(=O)OCc2c(-c3cccc(OC)c3)ncc3ccccc23)cc1	?	5%	.
COc1cc(CNc2ccc3[nH]c(=O)[nH]c3c2)cc(Br)c1OCc1ccccc1F	10µM*	-1%&-5%	-2%
OC(CN1CCCCC1)Cn1c(C(F)(F)F)nc2ccccc21 (configuration not stated)	-1%	-7%	6%

(cont.)
SMILES	TDP1 cell CPT	FEN1 inhibitor	N370S GC mod
NS(=O)(=O)c1ccc(N/N=C2/CCCCC2C2CCCCC2)c([N+](=O)[O-])c1 (configuration not stated)	21µM*	-3%	-3%
O=C(NCCSCc1ccccc1)c1ccc(Cl)c(S(=O)(=O)N2CCOCC2)c1	?	7%	-3%
C[C@@H]1C=C[C@](Cc2ccccc2)(C(=O)O)N1C(=O)c1ccccc1	-17%	-2%	2%
CC1CCN(S(=O)(=O)c2ccc3c(c2)N(CC(=O)NCCCN2C(C)CCCC2C)C(=O)CO3)CC1 (configuration not stated)	2%	0%	26%
COC(=O)c1cccnc1-n1c(=O)c2cccnc2n(Cc2ccc([N+](=O)[O-])cc2)c1=O	-20%	-13%	-5%
O=C(COC(=O)c1n[nH]c2ccccc12)Nc1ccc(S(=O)(=O)N2CCCC2)cc1	23µM*	1%	-5%
O=C(O)C1=CC[C@@H](c2ccc(Cl)cc2)N(S(=O)(=O)c2ccc(Cl)cc2)C1	-9%	-6%	2%
COC(=O)c1scc2c(=O)cc(C(F)(F)F)[nH]c12	.	-6%	14%
Cc1cccc(C(=O)NCCNC(=O)c2cnccn2)c1	-4%	1%	3%
NS(=O)(=O)c1cccc(NC(=O)CCCNC(=O)c2ccc(Cl)cc2)c1	4%	10%	-22%
CCOC(=O)c1nc2sc3c(c2c(=O)n1C(C)C(=O)OCC)CCCC3 (configuration not stated)	10µM*	1%	28%
CCOC(=O)C1C(=O)CC(C)(O)C(C(=O)OCC)C1c1ccc2c(c1)OCO2 (configuration not stated)	-4%	0%	.
CCc1ccc(NC(=O)c2cc(-c3ccc(OC)cc3)on2)cc1	-27%	-14%	7%
O=C(NNC(=O)c1ccccc1Cl)c1ccc(-n2cncn2)c([N+](=O)[O-])c1	6%	-4%	.
Cc1ccc(C)c(N2CCN(Cc3nnnn3C3CCCCC3)CC2)c1	?	-5%	-17%
CC1=NN(C(=O)CSCc2ccccc2)C(O)(c2ccccc2)C1 (configuration not stated)	-25%	-9%	-4%
Cc1ccc(C(=O)NC2=NC(c3ccc(C)cc3)CC(=O)N2)cc1 (configuration not stated)	-7%	19%	.
COc1ccc(NC(=S)NCc2cccn2C)cc1	1%	0%	14%
COC(=O)[C@]1(C)N[C@H](c2ccc(SC3CCCCC3)cc2)[C@@H]2C(=O)N(C)C(=O)[C@@H]21	?	14%	-2%
Cc1cc(C)nc(SCC(=O)Nc2ccc(S(=O)(=O)Nc3onc(C)c3C)cc2)n1	-8%	21%	8%
CCOc1ccc(CNC(=O)c2ccc3nc(N4CCOCC4)sc3c2)cc1	-16%	17%	-1%
O=C(CSc1nnc(-c2ccco2)o1)c1ccc([N+](=O)[O-])cc1	-21%	4%	7%
O=C(O)CCCn1cc(NC(=O)COc2cc(F)ccc2[N+](=O)[O-])cn1	2%	-5%	-1%
CC(C(=O)NC1C=CS(=O)(=O)C1)N1C(=O)/C(=C/c2cccc(Cl)c2)SC1=S (configuration not stated)	16µM*	-25%	-59%
COCCn1c(C)cc(O)c(C(c2ccc(OC)cc2)N2CCN(c3ccccc3)CC2)c1=O (configuration not stated)	4%	-3%	.

Filtered by structure: the compounds so far with fluorine.
SMILES	TDP1 cell CPT	FEN1 inhibitor	N370S GC mod
O=C(NCCN1CCOCC1)Nc1ccc(F)cc1	0%	4%	12%
CN1CCc2nc(SCC(=O)Nc3cccc(F)c3)c(C#N)c(-c3cccs3)c2C1	?	-9%	-4%
CC(C)(C)NC(=O)/C(=C/c1ccccc1F)NC(=O)c1ccc([N+](=O)[O-])cc1	0%	-2%	0%
OC(COc1c(F)cc(Br)cc1F)CN1CCOCC1 (configuration not stated)	3%	-1%	-6%
N=c1occ(C(=O)c2cc(F)ccc2O)cc1C(=O)NC1CCCCC1	?	11%	-3%
COc1cc(-c2nc3n(n2)C(c2ccc(F)cc2)C2=C(CCCC2=O)N3)cc(OC)c1OC (configuration not stated)	?	-22%	-28%
COc1ccc(CCNC(=O)C2CCCN(S(=O)(=O)c3ccc(F)cc3)C2)cc1OC (configuration not stated)	?	1%	-1%
COc1cc(CNc2ccc3[nH]c(=O)[nH]c3c2)cc(Br)c1OCc1ccccc1F	10µM*	-1%&-5%	-2%
OC(CN1CCCCC1)Cn1c(C(F)(F)F)nc2ccccc21 (configuration not stated)	-1%	-7%	6%
COC(=O)c1scc2c(=O)cc(C(F)(F)F)[nH]c12	.	-6%	14%
O=C(O)CCCn1cc(NC(=O)COc2cc(F)ccc2[N+](=O)[O-])cn1	2%	-5%	-1%
